Screens (PubChem BioAssay)
KRASV12 cytotoxicity = cytotoxicity in KRAS-transformed pancreatic duct cells, primary screen, cell-based, fluorescence, HTS (AID 431). one-dose cytotoxicity, % at 10 µM; EC50 in µM for titrated hits. HPDE-C7K KRASV12 cells, Alamar Blue viability, 48 h; higher % means a stronger effect. 63,000 compounds, 1.7% hits;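 active = compounds whose percent cytotoxicity in the single-dose primary screen, scaled between solvent and toxic-drug controls, exceeds 50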;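 also: 0% = DMSO solvent wells and 100% = doxorubicin-treated wells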
LYP phosphatase = LYP phosphatase inhibitors, primary screen, biochemical, DiFMUP fluorescence, recombinant catalytic domain, 10 µM (AID 606) | recombinant LYP catalytic domain, DiFMUP fluorescence; higher % means a stronger effect | inhibition, % at 10 µM, or IC50 in µM where a hit was titrated | 52,000 tested, under 10 active;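 active = IC50 under 40 µM in the dose-response test; inactive = IC50 of 40 µM or more, or never dose-tested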
MK inhibit = blocks S. pneumoniae mevalonate kinase. purified MK, PK/LDH-coupled NADH absorbance 340 nm. inhibition, % at 10 µM. 65,000 compounds, 0.48% hits;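 active = ranked among the strongest by inhibition in the single 10 µM screen, a fixed top-ranked set picked for dose follow-up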; also: no value below 0 was filed
HT1080 cytotoxicity = cytotoxicity in HT1080 fibrosarcoma cells, cell-based, fluorescence readout (AID 620) | HT1080 viability, fluorescence; higher % means a stronger effect | cytotoxicity, % at 10 µM; hits with a dose series show EC50 in µM | 87,000 compounds, 0.42% hits;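 also: cells exposed to compound overnight then 4 h with Alamar Blue; 0% = vehicle DMSO and 100% = killing control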
Bfl-1 inhibitors = displacement of Bid BH3 peptide from Bfl-1 – biochemical, fluorescence polarization, FITC-Bid, mouse, primary screen (AID 432); FITC-Bid BH3 peptide fluorescence polarization displacement; higher % means a stronger effect; displacement, % at 20 µM, or IC50 in µM where a hit was titrated; 64,000 compounds, 0.02% hits; in the data active = a potency from the dose series; inactive = the rest, 99 in 100 with displacement below about 15%; also: strong numbers were not always called active
PMK inhibit = S. pneumoniae PMK inhibition | purified PMK, PK/LDH-coupled NADH absorbance 340 nm | inhibition, % at 10 µM | 65,000 compounds, 0.49% hits | AID 539;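 active = top-ranked compounds by inhibition in the single 10 µM screen, taking a fixed number of the strongest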;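 also: 0% = full reaction with DMSO carrier and 100% = background rate without enzyme reaction; no value below 0 was filed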
Spn DPM-DC inh = inhibitors of Streptococcus pneumoniae diphosphomevalonate decarboxylase. 65,000 compounds, 0.49% hits. AID 556. purified DPM-DC, PK/LDH coupled NADH fluorescence. calls only at 10 µM;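 active = the 320 compounds with the highest percent inhibition in the single-dose primary screen, excluding strongly autofluorescent ones, cut at about 32% in these data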;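 also: kinetic rate of NADH fluorescence loss reporting ADP formed by the decarboxylase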
Alkaline phosphatase = human TNAP enzyme inhibitors, biochemical, luminescent (AID 518); purified TNAP enzyme, luminescent substrate readout; higher % means a stronger effect; one-dose inhibition, % at 20 µM; IC50 in µM for titrated hits; 64,000 compounds, 0.09% hits; in the data active = a potency from the dose series; inactive = the rest, 99 in 100 with inhibition below about 22%;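 also: plate controls were vehicle for no effect and reference inhibitor for full effect; many of its hits are not listed in these tables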
HPDE-C7 viability = HPDE-C7 pancreatic duct cell viability loss – fluorescence, HTS (AID 430) | HPDE-C7 pancreatic duct cells viability, fluorescence; higher % means a stronger effect | cytotoxicity, % at 10 µM; hits with a dose series show EC50 in µM | 63,000 compounds, 1.8% hits;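 also: cells exposed to compound for 48 hours before viability readout; 0% = vehicle and 100% = reference cytotoxic drug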
PMK inhibit pilot replicates = second read-out of PMK inhibit, no call of its own (marks repeat the call); inhibition, %; measured here: pilot screen replicates
MK inhibit pilot replicates = also measured in MK inhibit; calls as there; inhibition, %; measured here: pilot screen replicates
Spn DPM-DC inh pilot screen % = also measured in Spn DPM-DC inh; calls as there; inhibition, %; measured here: pilot screen trials
Starred values were filed as active, the others as inactive; i = inactive; x = no result given. Rule as the data show it, unless noted: active = cytotoxicity above about 50%; inactive = the rest.

SMILES	KRASV12 cytotoxicity	LYP phosphatase	MK inhibit	HT1080 cytotoxicity	Bfl-1 inhibitors	PMK inhibit	Spn DPM-DC inh	Alkaline phosphatase	HPDE-C7 viability	others
COc1ccc(CCNS(=O)(=O)c2ccc3c(c2)oc(=O)n3C)cc1OC	-6%	x	6	3%	5%	7	i	10%	4%
CCOC(=O)c1c(NC(=O)c2ccoc2C)sc2c1CCC2	20%	x	13	-7%	1%	0	x	17%	7%	PMK inhibit pilot replicates=6.0;MK inhibit pilot replicates=1.0
Cn1c(=O)c2c(nc(NC3CCCCC3)n2CC(=O)C23CC4CC(CC(C4)C2)C3)n(C)c1=O	6%	x	9	-7%	3%	15	i	3%	-13%
Cc1c(CCC(=O)O)c(=O)oc2cc(O)ccc12	7%	7%	0	-7%	6%	0	x	0%	5%
O=C(CC1Nc2ccccc2NC1=O)NC1CCCCC1 (centres undefined)	-10%	1%	6	-18%	-7%	15	i	9%	-1%
Cc1cc(NC(=O)Nc2ccc(F)c(Cl)c2)no1	-8%	10%	7	6%	3%	9	i	12%	-9%
Cc1ccc(N2Cc3ccccc3OC(C)C2=O)cc1 (centres undefined)	-4%	2%	16	-11%	1%	10	i	6%	-10%
COc1ccccc1-n1nnnc1SCc1ccccc1	-11%	-4%	0	2%	-1%	2	i	13%	-14%	PMK inhibit pilot replicates=0.5;MK inhibit pilot replicates=0.0;Spn DPM-DC inh pilot screen %=0.0
O=C(c1ccc2c(c1)OCCO2)C1CCN(C(=O)c2ccc(F)cc2)CC1	2%	15%	3	0%	0%	18	i	19%	-14%	PMK inhibit pilot replicates=1.0;MK inhibit pilot replicates=1.0;Spn DPM-DC inh pilot screen %=5.5
Cc1nn(CCO)c2c1C(=O)CCC2	-14%	11%	0	-8%	-6%	5	i	5%	-9%
Cc1ccc(C(=O)OCC(=O)c2ccc(Cl)s2)s1	0%	13%	0	8%	-4%	0	i	16%	-30%	PMK inhibit pilot replicates=6.5;MK inhibit pilot replicates=4.5;Spn DPM-DC inh pilot screen %=0.0
O=C(NCCCn1ccnc1)NC(C(F)(F)F)C(F)(F)F	2%	1%	2	-3%	-2%	3	i	13%	3%
CC(C)(C)c1ccc(S(=O)(=O)NCCc2ccncc2)cc1	-6%	10%	5	11%	2%	5	i	4%	4%
CCOC(=O)c1c(C)[nH]c(C(=O)Cn2nnc(-c3ccc(Cl)cc3)n2)c1C	-11%	x	4	-3%	-3%	0	i	5%	1%
CCCCCc1c(C)nc(N2CCc3ccccc32)[nH]c1=O	-28%	-4%	13	2%	4%	16	i	2%	-17%	PMK inhibit pilot replicates=0.0;MK inhibit pilot replicates=0.0;Spn DPM-DC inh pilot screen %=0.0
COc1cc(CN(C)CC(=O)c2[nH]c(C)c(C(C)=O)c2C)ccc1OC(F)F	-7%	5%	0	-4%	-7%	3	i	20%	-11%	PMK inhibit pilot replicates=2.5;MK inhibit pilot replicates=1.0;Spn DPM-DC inh pilot screen %=3.0
CC(=O)N(C(C)=O)c1cccc2c(N(C(C)=O)C(C)=O)cccc12	6%	7%	9	0%	4%	4	i	10%	9%	PMK inhibit pilot replicates=4.0;MK inhibit pilot replicates=0.0;Spn DPM-DC inh pilot screen %=0.0
CCOC(=O)Cn1c(=O)oc2cc(S(=O)(=O)N3CCC(N4CCCCC4)CC3)ccc21	12%	4%	1	2%	2%	8	i	9%	-1%
Cc1ccc(NC2=NCC(=O)N2Cc2ccc3c(c2)OCO3)c(C)c1	-1%	6%	2	-5%	-6%	6	i	7%	-6%
COC(=O)c1cccc(Oc2nc3c(c(=O)n(C)c(=O)n3C)n2Cc2ccc(C)cc2)c1	-4%	11%	0	-5%	2%	14	i	4%	5%
O=C(CSc1nnc(-c2cccnc2)n1Cc1ccco1)N1c2ccccc2Sc2ccccc21	5%	x	9	-3%	-2%	14	i	12%	3%
COc1ccc2c(c1OC)C(=O)N(C(C)C(=O)O)C2=O (centres undefined)	-8%	2%	10	-3%	2%	3	i	6%	-10%
COc1cccc(-c2nc3cc(C)ccc3o2)c1	-5%	-5%	5	x	-3%	0	i	8%	-16%
c1ccc(Cn2nnc3c(Nc4ccc5c(c4)OCO5)nc(C4CC4)nc32)cc1	6%	1%	0	3%	-8%	0	x	12%	1%
Cc1ccccc1N1CCN(C(=O)CN2C(=O)c3ccccc3C2=O)CC1	-22%	1%	0	2%	-2%	0	i	5%	-7%

By substructure: the compounds so far with two or more sulfur atoms (two)
SMILES	KRASV12 cytotoxicity	LYP phosphatase	MK inhibit	HT1080 cytotoxicity	Bfl-1 inhibitors	PMK inhibit	Spn DPM-DC inh	Alkaline phosphatase	HPDE-C7 viability	others
Cc1ccc(C(=O)OCC(=O)c2ccc(Cl)s2)s1	0%	13%	0	8%	-4%	0	i	16%	-30%	PMK inhibit pilot replicates=6.5;MK inhibit pilot replicates=4.5;Spn DPM-DC inh pilot screen %=0.0
O=C(CSc1nnc(-c2cccnc2)n1Cc1ccco1)N1c2ccccc2Sc2ccccc21	5%	x	9	-3%	-2%	14	i	12%	3%

Sorted by length of the SMILES (ascending): part of the list above
SMILES	KRASV12 cytotoxicity	LYP phosphatase	MK inhibit	HT1080 cytotoxicity	Bfl-1 inhibitors	PMK inhibit	Spn DPM-DC inh	Alkaline phosphatase	HPDE-C7 viability	others
Cc1c(CCC(=O)O)c(=O)oc2cc(O)ccc12	7%	7%	0	-7%	6%	0	x	0%	5%
COc1cc(CN(C)CC(=O)c2[nH]c(C)c(C(C)=O)c2C)ccc1OC(F)F	-7%	5%	0	-4%	-7%	3	i	20%	-11%	PMK inhibit pilot replicates=2.5;MK inhibit pilot replicates=1.0;Spn DPM-DC inh pilot screen %=3.0
COC(=O)c1cccc(Oc2nc3c(c(=O)n(C)c(=O)n3C)n2Cc2ccc(C)cc2)c1	-4%	11%	0	-5%	2%	14	i	4%	5%

(list continues)
SMILES	KRASV12 cytotoxicity	LYP phosphatase	MK inhibit	HT1080 cytotoxicity	Bfl-1 inhibitors	PMK inhibit	Spn DPM-DC inh	Alkaline phosphatase	HPDE-C7 viability	others
O=C(COC(=O)CCOc1ccccc1)NCc1ccco1	-7%	1%	8	-1%	2%	15	i	-2%	-12%
CCn1c(=S)sc2c(=O)n(-c3ccccc3)c(SC)nc21	4%	x	1	33%	1%	5	i	12%	-3%
Clc1ccc(-n2ncc3c(N4CCCCCC4)ncnc32)cc1	-12%	-1%	15	x	1%	7	i	12%	-9%
COc1cccc(C(=O)N2CCCC(c3nc(-c4cccs4)no3)C2)c1 (centres undefined)	-5%	16%	0	2%	-2%	15	i	16%	-18%	PMK inhibit pilot replicates=2.5;MK inhibit pilot replicates=0.0;Spn DPM-DC inh pilot screen %=2.5
COc1ccc(C(=O)CSc2nnc(Cn3cnc4ccccc43)o2)cc1	-11%	x	9	14%	-1%	11	i	16%	-17%
S=c1[nH]c2ccc(Cl)cc2[nH]1	21%	18%	11	19%	-7%	14	i	10%	25%	PMK inhibit pilot replicates=2.5;MK inhibit pilot replicates=2.0;Spn DPM-DC inh pilot screen %=1.0
O=C(Nc1ccc2c(c1)OCO2)C1CCN(S(=O)(=O)c2cccc3cccnc23)CC1	-1%	2%	5	24%	-5%	8	i	3%	-6%
CCSc1nc2c(c(=O)n1CC)SC(C)C2 (centres undefined)	-21%	x	11	-4%	-6%	7	i	7%	-25%	PMK inhibit pilot replicates=7.5;MK inhibit pilot replicates=1.0;Spn DPM-DC inh pilot screen %=4.0
CC(C)(O)C#Cc1ccccc1C(=O)NC(CC(N)=O)C(=O)O (centres undefined)	-6%	14%	12	0%	3%	11	i	1%	1%
Cc1csc(SCC(=O)Nc2c(C)n(C)n(-c3ccccc3)c2=O)n1	-11%	9%	4	7%	0%	10	i	10%	4%
C=CCNc1oc(COc2ccc(C)cc2)nc1C#N	-1%	9%	3	6%	-2%	5	i	-6%	-7%
O=C(O)CNC1=NCCC1	-36%	-2%	2	19%	0%	12	i	7%	-11%
Cc1nc(NC(=O)c2cc3c(s2)CCCCC3)sc1C(=O)N(C)C	-5%	-6%	12	1%	5%	11	i	2%	-7%
CN1C(=C2C(=O)OC(C)(C)OC2=O)Sc2ccccc21	-5%	9%	0	-2%	-8%	7	i	4%	-7%
CCOC(=O)N1CCN(Cc2nc(-c3ccc(C)cc3)no2)CC1	-7%	12%	5	-1%	-6%	5	i	12%	-7%
N#Cc1ccccc1NC(=O)COC(=O)c1ccc(S(=O)(=O)N2CCCC2)cc1	-7%	-6%	1	-2%	-8%	17	i	11%	-11%
Cc1ncc2c(c1OC(=O)c1ccccc1)COC(C)(C)OC2	-4%	x	0	x	-1%	15	i	3%	-14%
CCOC(=O)C(Oc1ccc(=O)[nH]n1)C(C)=O (centres undefined)	6%	-14%	0	8%	-1%	1	i	8%	2%
C/C=C/Cn1c(SCc2ccccc2)nc2c1c(=O)[nH]c(=O)n2C	1%	-8%	7	6%	-2%	6	i	2%	-11%
COc1ccc(S(=O)(=O)NC(CC(=O)N2CCc3ccccc32)c2ccco2)cc1 (centres undefined)	1%	x	4	-1%	4%	0	i	8%	-12%
Cc1cccn2cc(CNC(=O)CC3CCCC3)nc12	4%	10%	0	12%	7%	10	i	18%	-11%
COCCn1c(SCC#N)nnc1-c1ccccc1O	-24%	1%	5	10%	-5%	8	i	8%	-10%
COc1ccc(C)cc1NC(=O)C1CCN(S(=O)(=O)c2cccc3cccnc23)CC1	8%	-1%	6	-7%	-8%	12	i	18%	-2%	PMK inhibit pilot replicates=1.0;MK inhibit pilot replicates=1.0;Spn DPM-DC inh pilot screen %=0.0
CCC(c1nnnn1CCOC)N1CCN(c2cccc(C(F)(F)F)c2)CC1 (centres undefined)	7%	2%	8	-1%	4%	19	i	6%	-12%
O=C(CSc1nnc(COc2ccccc2)o1)Nc1nccs1	-4%	1%	0	-10%	5%	7	i	6%	-9%
c1ccc(-n2nnnc2SCc2cn3ccccc3n2)cc1	-2%	0%	12	-3%	-2%	0	i	10%	-5%
